MEKK2mut PB1 HTS = MEK5 binding signal on mutant MEKK2 PB1, primary screen, biochemical, multiplex bead flow cytometry, Alexa488-MEK5 | AID 1530, 2009 | Alexa488-MEK5 binding to MEKK2 mutant | 290,000 compounds, 0.35% hits | percent response, % at 10 µM; in the data active = percent response above about 24%, passing the limit was not always enough; also: inactives centre near 1; some results filed as inactive read as strong as hits
PfM18AAP inh = PfM18AAP inhibitors, malaria aminopeptidase, primary screen, biochemical, QFRET, recombinant enzyme. 290,000 compounds, 1.2% hits. inhibition, % at 7.35 µM. H-Glu-NHMec fluorogenic cleavage. M18 aspartyl aminopeptidase (Plasmodium falciparum 3D7). AID 1822, 2009;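 active = inhibition above the campaign mean inhibition over all tested compounds plus 3 SD, cut at about 28% in these data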;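 also: 0% = plate median of test compound wells and 100% = 2 mM ZnCl2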
IMP-1 inhibitor = IMP-1 metallo-beta-lactamase inhibitors, primary screen, biochemical, epi-absorbance readout, Pseudomonas aeruginosa enzyme | inhibition, % at 5.6 µM | AID 1556, 2009 | 290,000 compounds, 0.45% hits | purified IMP-1, nitrocefin hydrolysis, epi-absorbance fluorescence;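 active = inhibition above the mean plus 3 SD of all compounds in the same screening run, cut at about 4.5% in these data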;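 also: 0% = IMP-1 with DMSO and 100% = DMSO wells lacking enzyme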
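Test system: recombinant IMP-1 enzyme, purified / Medium: HEPES buffer pH 7.1 with ZnSO4 and Brij 35 / Doses: single dose, 5.6 µM / Times: 25 °C, 15 min preincubation, 25 min reaction / Detection: Epi-absorbance via hydrolysed-nitrocefin quenching of white-plate fluorescence, 480/530 nm, EDTA stop / Evaluation: percent inhibition from optical density relative to buffer-blank wells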
UBC9 SUMO inh = inhibitors of in vitro SUMOylation cascade, primary screen, biochemical, HTRF, uHTS. HTRF SUMOylation assay, SAE1/SAE2 + UBC9. inhibition, % at 35 µM. 290,000 compounds, 0.36% hits. AID 2006, 2009; in the data active = inhibition above about 50%, passing the limit was not always enough; also: strong numbers were not always called active
Target sequence (P63279 whole entry, looked up): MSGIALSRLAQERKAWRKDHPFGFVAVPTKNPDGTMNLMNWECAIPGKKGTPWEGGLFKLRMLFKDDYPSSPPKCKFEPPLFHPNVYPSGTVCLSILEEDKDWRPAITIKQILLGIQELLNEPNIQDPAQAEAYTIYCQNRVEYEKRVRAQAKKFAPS
MEKK2 WT-MEK5 = modulators of MEK5 binding to wildtype MEKK2, primary screen, biochemical, multiplex bead flow cytometry, Alexa488-MEK5; Mitogen-activated protein kinase kinase kinase 2 (Homo sapiens), Q9Y2U5; 290,000 compounds, 1.1% hits; binding response (% of control), % at 10 µM; AID 1531, 2009; Alexa488-MEK5 binding to MEKK2 WT; actives lie on both sides; in the data active = binding response below about 67% or above about 130%
NALP1 yeast inh = NALP1 inflammasome inhibitors in reconstituted yeast, colorimetric, S. cerevisiae, triplicate retest; inhibition, % at 10 µM; S. cerevisiae NALP1/ASC/caspase-1 growth, X-gal OD620, 72 h; 280,000 compounds, 0.61% hits; in the data active = inhibition mostly above about 24%, no sharp cut-off; inactive = mostly below about 32%; also: some compounds called inactive have numbers as strong as hits
VIM-2 inh = VIM-2 metallo-beta-lactamase inhibitors, primary screen, biochemical, epi-absorbance readout, Pseudomonas aeruginosa enzyme; inhibition, % at 5.6 µM; purified VIM-2, nitrocefin hydrolysis, epi-absorbance fluorescence; 290,000 compounds, 0.89% hits; AID 1527, 2009;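 active = inhibition above the mean of all tested compounds plus 3 SD, cutoff set per screening run, cut at about 7.5% in these data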;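 also: red hydrolysis product quenches plate fluorescence so inhibitors raise well fluorescence; 0% = enzyme with DMSO and 100% = DMSO without enzyme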
NS3 helicase inh = inhibitors of HCV NS3 helicase, primary screen, biochemical, Cy5 molecular beacon fluorescence; Hepatitis C virus NS3 helicase; NS3 helicase DNA unwinding; inhibition, % at 10.9 µM; 290,000 compounds, 0.56% hits; AID 1800, 2009;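 active = inhibition above the mean of all tested compounds plus 3 SD, set per campaign, cut at about 35% in these data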;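 also: 0% = DMSO wells and 100% = thioflavine S control wells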
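Assay system – hepatitis C virus NS3 helicase domain fragment enzyme · Buffer or medium – MOPS pH 6.5, MgCl2, DTT, Tween20, BSA · Reagent – Cy5/quencher beacon DNA duplex and ATP to start · Compound – single 10.9 µM dose · Timing – 1 h at 25 °C · Technique – Cy5 beacon fluorescence read at start and 1 h · Measure – % inhibition of unwinding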
DNA FID counter = compounds displacing fluorescent DNA intercalator, primary screen, artefact control for HCV NS3 helicase inhibitor project, biochemical, FID fluorescence | DNA fluorescent intercalator displacement | inhibition, % at 7.9 µM | 290,000 compounds, 0.17% hits | AID 1845, 2009; in the data active = inhibition above about 37%;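 also: 0% = vehicle and 100% = reference compound; higher means more ethidium bromide displaced from hairpin DNA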
Starred values were filed as active, the others as inactive; / = not tested or not shown.

SMILES	MEKK2mut PB1 HTS	PfM18AAP inh	IMP-1 inhibitor	UBC9 SUMO inh	MEKK2 WT-MEK5	NALP1 yeast inh	VIM-2 inh	NS3 helicase inh	DNA FID counter
CCOC(=O)N1CCN(S(=O)(=O)c2ccc(C)c(C)c2C)CC1	1	1	-0.7	-16	103	/	0.1	1	-30
CCOC(=O)C1CCCN(C(=O)c2cccc(NC(=O)C(CC)CC)c2)C1 (stereo not drawn)	-2	-14	-2.4	19	94	3	-0.4	-7	-21
COc1cccc(Nc2nc(-c3cccc(N4C(=O)c5ccccc5C4=O)c3)cs2)c1	-4	16	-2.5	-4	98	11	-2.2	-10	6
CCN(CC)C(=O)Cn1cc(C(=O)C(=O)NCC2COc3ccccc3O2)c2ccccc21 (stereo not drawn)	-9	6	-0.1	-4	90	-15	-0.4	-29	-33
Oc1ccc(/C=N/Nc2ccc3ccccc3c2)c(O)c1	1	2	3.6	5	106	-9	0.2	8	-8
O=C(CNC(=O)c1cccnc1)N/N=C/c1cc(Br)c(O)c(Br)c1	13	10	-2.9	10	111	3	-1.2	2	-7
CN(C)S(=O)(=O)c1cccc(-c2cn3cccnc3n2)c1	-2	0	-2.5	34	106	9	-0.8	1	-3
CC1=NN(C(=O)COc2ccccc2C)C(O)(c2ccc(Cl)cc2)C1 (stereo not drawn)	3	8	0.1	-9	100	15	-3.0	3	-21
CS(=O)(=O)N(CC(=O)N1CCc2ccccc2C1)c1ccc2c(c1)OCO2	-18	-1	2.5	20	90	21	-2.2	-2	-10
CC(C)CCNS(=O)(=O)c1cc2c3c(c1)CCN3C(=O)CC2	0	-5	-2.2	7	101	23	0.1	-4	-16
CNc1nc(N)c([N+](=O)[O-])c(N2CCCCCC2)n1	8	-9	-2.7	9	104	19	-1.5	-9	-12
CC(CC(=O)Nc1ccc(Br)cc1F)S(=O)(=O)c1ccc2c(c1)NC(=O)CO2 (stereo not drawn)	1	-2	-3.2	6	103	11	-0.8	-4	-21
Cc1cccc2c(C(=O)O)cc(-c3cccnc3)nc12	-5	3	-3.2	-1	92	9	0.7	-21	1
CCOC(=O)N1CCC(N2CCCC(C(=O)c3cccc(OC(C)C)c3)C2)CC1 (stereo not drawn)	-2	18	0.2	-1	100	-22	-0.4	-1	12
O=C1C2C(C(=O)N1c1ccc3c(c1)OCO3)C1C=CC2C12CC2 (stereo not drawn)	-1	-1	-4.0	5	102	-5	-0.7	5	-5
O=C(O)Cn1c(=O)c2c3c(sc2n(Cc2ccc(F)cc2)c1=O)CCCC3	11	-4	-2.8	18	109	23	1.7	3	-23
CCNS(=O)(=O)c1ccc(CCC(=O)Nc2ccccc2)cc1	3	-2	-2.5	10	100	-2	-3.1	-18	-2
Cc1cc(C)n2nc(C(=O)N3CCCC(N4CCN(c5ccccc5C)CC4)C3)cc2n1 (stereo not drawn)	9	-3	-2.9	11	107	-95	-1.2	-2	-17
COC(=O)c1cc(NC(=O)CN(c2cccc(OC)c2)S(=O)(=O)c2ccccc2)ccc1Cl	21	-8	-2.3	-7	123	26	-1.5	-1	-4
O=C(N/N=C/c1ccc([N+](=O)[O-])cc1)c1c[nH]c2ccccc12	-3	-4	1.5	8	98	6	-3.4	-1	12
COc1ccc(N=Cc2c(O)n(-c3ccc(OC)cc3)c(=O)c3ccccc23)cc1	-15	0	-2.7	35	82	2	-1.2	-18	-2
Cc1cc(C)nc(N/N=C/c2ccccc2OCC(=O)O)n1	6	4	-0.2	8	107	-14	-2.1	9	-6
Cc1cccc(-n2c(N)cc(=O)nc2SCC(=O)Nc2nnc(CC(C)C)s2)c1	/	3	-2.8	15	/	-2	-6.5	-4	-40
CC(CNC(=O)c1cccs1)c1ccc([N+](=O)[O-])cc1 (stereo not drawn)	2	-4	-3.1	17	101	7	-0.5	2	-2
CCOc1cc(C(=O)Oc2cc(C)[nH]c(=O)c2[N+](=O)[O-])cc(OCC)c1OCC	4	2	-0.6	14	101	-2	-3.0	8	-2
COCCNC(=O)c1cc2c(s1)-c1ccc(Cl)cc1SC2	12	0	-4.9	20	110	21	-2.6	12	-13
N/C(=N\OC(=O)Oc1ccccc1)c1ccc(Br)cc1	2	7	-0.1	13	103	3	-0.9	-7	2
CCOC(=O)n1c(=O)oc2cc(S(=O)(=O)N3CCOCC3)ccc21	3	8	-1.8	14	106	29	-0.6	1	-1
CCn1c(CNC(=O)C2CCCCC2)cc2ccccc21	9	-6	0.2	16	106	9	-0.4	-2	-13
Cn1c(CCNC(=O)c2cccs2)n[nH]c1=S	0	7	-7.2	8	100	12	0.8	-7	1
COC(=O)c1ccsc1NC(=O)c1ccc2c(c1)OCCO2	5	/	/	-12	100	17	/	/	/
COC(=O)c1[nH]c2ccc(C)cc2c1NS(=O)(=O)c1ccc(F)c(C)c1	/	-9	0.1	3	/	2	-0.4	-1	1
COc1ccc(OCc2nnc(SCC(=O)N3CCCCC3)o2)cc1	8	2	-2.3	2	101	14	-6.9	1	-29
CCC(C)[C@H](NC(=O)C1CC(=O)N(c2ccc3c(c2)OCCO3)C1)C(=O)NC1CCCC1 (stereo partly drawn)	1	1	0.1	14	99	4	-0.7	0	-28
O=C(Cc1ccc(Cl)cc1)NC1CCS(=O)(=O)C1 (stereo not drawn)	2	1	-1.7	-8	105	13	-3.4	2	-3
COc1ccc(CNC(=O)c2cccc3c2C(=O)N(CC2CCCO2)C3)cc1 (stereo not drawn)	-1	-3	-0.9	-4	97	9	-1.1	4	-32
CCOC(=O)/C(C#N)=C/c1cn(CCOc2ccc(OC)cc2)c2ccccc12	0	-9	-3.0	-9	100	26	-3.1	1	-8
Cc1cc(C)cc(-n2ncc3c2CCCC3NC(=O)CCCn2cncn2)c1 (stereo not drawn)	10	-3	-2.2	9	114	-14	-1.6	3	-33
O=C(CCl)NC1(C(F)(F)F)C(=O)Nc2c1c(=O)[nH]c(=O)n2-c1ccccc1 (stereo not drawn)	-5	-1	-1.6	-2	96	-6	-1.3	3	-5
Cn1nnc2c(sc3nc(N4CCOCC4)c4c(c32)CCCC4)c1=O	2	0	0.3	4	101	-3	2.5	7	1
COc1ccc(NS(=O)(=O)c2cccc(NC(=O)CNC(C)=O)c2)cc1	2	-2	-3.0	25	102	/	-1.4	10	-2
CS(=O)(=O)N(CC(=O)Nc1ccc(Cl)c(Cl)c1)C1CCCCC1	-3	15	-2.5	8	90	2	-4.6	0	-9
CCC(NS(=O)(=O)c1c(C)[nH]c(=O)[nH]c1=O)C12CC3CC(CC(C3)C1)C2 (stereo not drawn)	3	-13	-2.5	14	102	13	-2.5	-1	-30
O=C(NCc1ccc2c(c1)OCO2)c1nc(S(=O)(=O)Cc2ccccc2F)ncc1Cl	2	-17	-0.4	18	101	7	-2.0	-5	-21
Cc1cc(NC(=O)CSc2nnnn2C2CCCC2)no1	6	-8	0.2	-1	109	-6	2.7	-2	-4
CCOC(=O)N1CCC(NC(=O)C2CCCN(C(=O)N3CCOc4ccccc43)C2)CC1 (stereo not drawn)	6	6	-1.8	2	102	-4	-2.3	11	-30
CCCS(=O)(=O)N1CCC(C(=O)NCCN(C)Cc2ccccc2)CC1	12	-16	-2.1	2	102	-16	-3.9	17	4
CCOc1ccc2c(c1)sc(=NC(=O)C1CC1)n2C	-8	2	-0.3	18	81	16	-1.2	-1	-10
COc1ccc(OC)c(/C=C2\SC(=S)N(NS(=O)(=O)c3ccc(C)cc3)C2=O)c1	11	2	-1.2	25	110	-12	-3.4	-5	-17
CC(=O)Nc1nc(-c2ccc(Br)s2)cs1	-1	3	-2.0	26	109	7	-1.2	17	-9

Next section.
SMILES	MEKK2mut PB1 HTS	PfM18AAP inh	IMP-1 inhibitor	UBC9 SUMO inh	MEKK2 WT-MEK5	NALP1 yeast inh	VIM-2 inh	NS3 helicase inh	DNA FID counter
O=C(NC1CCCN(CCc2ccccc2)C1)C1CCCC1 (stereo not drawn)	4	-1	-0.8	3	107	-1	-0.2	3	-4
Cc1oc(-c2ccc(-c3ccccc3)cc2)nc1CN(CCO)C(C)C	4	-5	-0.1	16	111	29	0.0	-26	7
CCc1ccc(CN(C)C(=O)c2cc(COc3cccc4cnccc34)on2)cc1	-10	-5	-1.4	-8	96	16	-0.5	-11	-39
O=C(Nc1ccc(NC(=O)c2ccccc2Br)cc1)c1ccccc1	1	-3	-0.5	8	102	20	-3.1	5	-7
CCOc1ccc(-n2nnnc2SCC(=O)c2ccccc2)cc1	2	-3	1.0	34	103	5	-2.5	-6	-5
Cc1cccc(NC(=S)NCC23C=CC(O2)C2C(=O)N(c4ccc(Cl)cc4)C(=O)C23)c1 (stereo not drawn)	-1	-2	-2.2	5	101	9	-2.6	25	-12
O=S1(=O)[C@H]2C[C@@H]3C=C[C@@]2(CN1Cc1cccc(C(F)(F)F)c1)O3	-5	0	1.6	12	101	-8	1.2	24	-10
CC(=O)c1cc(C#N)c(NCc2ccccc2)nc1C	-3	-2	-2.6	15	99	0	-1.9	2	-8
CC1(C)SC(=S)N(Cc2ccc3c(c2)OCO3)C1N(O)C(=O)NC1CCCCC1 (stereo not drawn)	-4	2	-2.9	12	103	9	-3.2	-7	-16
COc1ccc(-c2cc(O)cc(O)c2)cc1	1	13	-2.3	0	100	31	-0.1	3	3
Cc1cccc(-c2nnc(SCC(=O)NC3CC3)n2C)c1	6	5	-2.0	10	104	28*	-2.2	2	-7
O=C(NNC(=S)NC1CC2CCC1C2)c1ccc(Cl)cc1 (stereo not drawn)	2	-3	-1.2	-71	98	1	-4.8	1	-9
COc1ccc(OCCCn2c(=O)oc3ccccc32)cc1	2	1	-3.6	19	103	-38	-1.2	-5	-11

Shown in CSV form: part of the list above
smiles,MEKK2mut PB1 HTS,PfM18AAP inh,IMP-1 inhibitor,UBC9 SUMO inh,MEKK2 WT-MEK5,NALP1 yeast inh,VIM-2 inh,NS3 helicase inh,DNA FID counter
CCc1ccc(CN(C)C(=O)c2cc(COc3cccc4cnccc34)on2)cc1,-10,-5,-1.4,-8,96,16,-0.5,-11,-39
O=C(Nc1ccc(NC(=O)c2ccccc2Br)cc1)c1ccccc1,1,-3,-0.5,8,102,20,-3.1,5,-7
O=C(NNC(=S)NC1CC2CCC1C2)c1ccc(Cl)cc1 (stereo not drawn),2,-3,-1.2,-71,98,1,-4.8,1,-9
O=S1(=O)[C@H]2C[C@@H]3C=C[C@@]2(CN1Cc1cccc(C(F)(F)F)c1)O3,-5,0,1.6,12,101,-8,1.2,24,-10
